Screens as filed in PubChem.
CHO-K1 Ca PAM: nonselective activator or artifact in parental CHO-K1 calcium assay; ATP EC20, Fluo-8 calcium fluorescence; 0% at ATP EC20, 100% at ATP max; activation, % at 3 µM; 0.02% of 360,000 active;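 active = activation above the run cutoff, the mean activation of all test compounds plus 3 SD, cut at about 40% in these data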;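 note: peak over basal fluorescence ratio in a 140 s read after ATP addition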
CRFR2-BP ag: agonists of human CRF-binding protein/CRF-R2 receptor complex | HEK293 CRF-R2/CRF-BP, calcium dye fluorescence (FLIPR); percent of saturating CRF peptide response | activation, % at 13.2 µM | 0.46% of 350,000 active | AID 588473;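 active = activation of at least 50%, plus an integration ratio under a set limit after plate pattern correction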;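 note: plate controls were neutral control wells without compound for no effect and CRF at EC100 for full effect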
CHRM4 PAM: potentiates acetylcholine response at human M4 receptor; P08173; 0.4% of 360,000 active; AID 624126; activation, % at 3 µM; CHO-K1 hM4/Gqi5, Fluo-8 calcium fluorescence, ACh EC20; 0% = ACh EC20, 100% = maximal ACh;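 active = activation above its plate's cutoff, the mean activation of sample wells plus 3 SD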; note: some results filed as inactive read as strong as hits
Target sequence (P08173 whole entry, looked up): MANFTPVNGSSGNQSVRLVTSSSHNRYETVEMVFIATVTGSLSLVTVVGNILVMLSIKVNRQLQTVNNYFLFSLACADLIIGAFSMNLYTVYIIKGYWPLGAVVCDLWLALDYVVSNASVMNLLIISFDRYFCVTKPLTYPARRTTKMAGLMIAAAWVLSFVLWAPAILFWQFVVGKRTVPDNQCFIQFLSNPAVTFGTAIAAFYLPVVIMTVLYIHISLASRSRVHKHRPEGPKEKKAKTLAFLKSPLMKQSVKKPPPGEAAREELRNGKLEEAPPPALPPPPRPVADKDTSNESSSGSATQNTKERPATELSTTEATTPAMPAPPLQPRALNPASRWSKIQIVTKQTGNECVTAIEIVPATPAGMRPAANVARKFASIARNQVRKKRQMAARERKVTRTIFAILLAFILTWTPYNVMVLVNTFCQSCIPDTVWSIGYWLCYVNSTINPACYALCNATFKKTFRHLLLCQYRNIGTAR
CRFBP-R2 block: antagonists of CRF-binding protein/CRF-R2 receptor complex | HEK293 CRF-R2/CRF-BP, CRF-induced calcium fluorescence | inhibition, % at 11.8 µM | 0.59% of 350,000 active;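 active = inhibition of the ligand-induced calcium signal above about 50% at the single tested concentration, limit read from the data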
CHRM5 antagonist: CHRM5 antagonism in calcium assay; CHO-hM5 cells, Fluo-8 calcium fluorescence, ACh EC80; P08912; inhibition, % at 3 µM; AID 624040; 0.59% of 360,000 active;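 active = inhibition above a per-plate cutoff, the mean of that plate's test compounds plus 3 SD, cut at about 27% in these data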;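 note: 0% = acetylcholine EC80 with DMSO and 100% = DMSO without agonist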
TAAR1 ag: agonists of human TAAR1. AID 624467. activation, % at 3 µM. CHO RD-HGA16 TAAR1, Fluo-8 calcium fluorescence; vehicle wells 0%, saturating PEA agonist 100%. 0.99% of 360,000 active;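 active = activation above the mean activation of all test compounds in the run plus 3 SD, cut at about 38% in these data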
Target sequence (Q96RJ0 whole entry, looked up): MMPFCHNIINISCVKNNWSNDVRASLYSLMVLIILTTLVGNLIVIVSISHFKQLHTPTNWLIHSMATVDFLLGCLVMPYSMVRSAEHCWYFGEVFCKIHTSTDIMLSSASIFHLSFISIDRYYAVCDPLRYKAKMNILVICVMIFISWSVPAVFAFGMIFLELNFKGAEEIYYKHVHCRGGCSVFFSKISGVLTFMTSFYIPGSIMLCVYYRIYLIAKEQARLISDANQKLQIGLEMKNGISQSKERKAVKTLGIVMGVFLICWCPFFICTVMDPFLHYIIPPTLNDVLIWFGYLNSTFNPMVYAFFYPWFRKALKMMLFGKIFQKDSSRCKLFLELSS
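Test system: RD-HGA16 (CHO) cells co-expressing Gα16 and hTAAR1; dosing: one-point dosing at 3 µM (nominal); timing: 17-24 h seeding, 75 min 37 °C dye, 30 min RT; signal: kinetic Fluo-8 calcium fluorescence; read-out basis: % activation relative to PEA EC100 response; controls: DMSO and PEA EC100; replicates: n 1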
CHRM5 PAM: potentiates acetylcholine response at human M5 receptor | P08912 | CHO-K1 hM5, Fluo-8 calcium, ACh EC20 PAM; 0% = ACh EC20, 100% = ACh EC100 | activation, % at 3 µM | 0.3% of 360,000 active;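 active = activation above the run cutoff, the mean activation of all test compounds plus 3 SD, cut at about 18% in these data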
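Probe or stimulus: acetylcholine, EC20 level; Assay system: human M5 receptor in CHO-K1 cells; Schedule: compound preincubation 140 s before EC20 acetylcholine addition; Technique: intracellular calcium via Fluo-8 fluorescence; Dosing: single-point, 3 µM nominal; Read-out basis: percent activation from peak-over-basal fluorescence ratio, scaled EC20-to-EC100 acetylcholine; Repeats: one well per compound, no replicates.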
M5 ag: agonists of human muscarinic M5 receptor (CHRM5); CHO-K1 hM5 cells, Fluo-8 calcium fluorescence; 0% DMSO wells, 100% maximal acetylcholine response; activation, % at 3 µM; P08912; 0.19% of 360,000 active;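 active = activation above the run's mean over test compounds plus 3 SD, cut at about 23% in these data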;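 note: signal is peak over basal fluorescence ratio across the kinetic read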
TAAR1 antag: human TAAR1 antagonism; inhibition, % at 3 µM; AID 624466; Q96RJ0; 1.5% of 360,000 active; CHO RD-HGA16 TAAR1, Fluo-8 calcium fluorescence, antagonist;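 active = inhibition above a per-plate cutoff, the mean inhibition of test compounds on that plate plus 3 SD, cut at about 49% in these data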;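 note: 0% = DMSO plus EC80 beta-PEA response and 100% = DMSO alone without agonist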
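Test system: hTAAR1-expressing CHO RD-HGA16 cells, Gα16-coupled; Probe or stimulus: EC80 β-phenethylamine stimulus; Compound dosing: single nominal final test compound concentration of 3 µM; Timing: 140 s kinetic read after compound, 140 s after agonist; Signal: Fluo-8 calcium-sensitive fluorescence; Measure: % inhibition of agonist calcium response; Controls: DMSO and EC80 PEA controls.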
Numbers without * were called inactive; x = not tested or not shown; & = joins results of further samples.

SMILES	CHO-K1 Ca PAM	CRFR2-BP ag	CHRM4 PAM	CRFBP-R2 block	CHRM5 antagonist	TAAR1 ag	CHRM5 PAM	M5 ag	TAAR1 antag
COc1cc2c(cc1OC)CN(C(=O)NS(=O)(=O)c1ccc(C)cc1)CC2	14	-1.7	-3	18	5	17	-5	-3	-1
CCC1OC(C2CC2)CC2=C1C(=O)OC(C)(C)O2 (stereo not drawn)	12	x	6	x	3	0	-3	2	14
COc1ccccc1N1C(N)=NC(N)=NC1(C)C	-2&-2	1.0&8.6	5&29	-14&-30	4&3	2&21	-4&6	-1&-3	-32&-8
COc1c(Cl)cnn(-c2ccccc2)c1=O	12	-1.4	2	22	0	0	0	-1	-21
COc1cc2c(c(OC)c1OC)C(c1ccc(O)cc1)CC(=O)O2 (stereo not drawn)	9	-1.4	-1	21	-9	4	3	3	-11
CC(=O)NC1C(Oc2ccccc2C)OC2COC(c3ccco3)OC2C1O (stereo not drawn)	18	0.9	-3	7	1	1	0	-3	9
CC1CC(C)CN(CCCNC(=O)c2ccc(CS(=O)(=O)Cc3ccccc3F)o2)C1 (stereo not drawn)	2	-0.1	0	-2	12	3	2	-3	-8
COc1cc(-c2nnc(SCC(=O)N3c4ccccc4Sc4ccccc43)o2)cc(OC)c1OC	21	2.9	8	14	-1	3	3	-2	6
O=C(CCc1cnccn1)NC1CCCc2c1cnn2-c1ccc(F)cc1F (stereo not drawn)	20	0.5	-3	-3	-1	-2	2	-1	3
CCN(CC)CCCN(Cc1cc2cc(OC)ccc2[nH]c1=O)C(=O)Nc1ccc(F)cc1	12	1.2	11	0	5	15	-9	1	8
CCOCCCNc1nc2c(C)cccn2c(=O)c1/C=C1\SC(=S)N(C(C)CC)C1=O (stereo not drawn)	12	109*	0	-77	22	12	-10	9	-2
Cc1nc2cc(C(=O)OCC(=O)N(CC(C)C)C3CCS(=O)(=O)C3)ccc2n1-c1ccccc1 (stereo not drawn)	13	4.8	9	-15	-5	7	7	-6	0
N#CC1=C(N)N(c2ncn[nH]2)C2=C(C(=O)CCC2)C1c1ccc(F)cc1 (stereo not drawn)	9	-1.6	21	2	-8	3	0	-5	-30
Oc1ccc(C[C@@H]2CNC(=S)N2CCc2cc(C(F)(F)F)cc(C(F)(F)F)c2)cc1	16	-1.3	5	-1	-1	6	-23	-11	-1
COc1ccc(CC(C)Nc2cccc(SC)c2)cc1 (stereo not drawn)	1	-1.1	-4	21	3	9	-4	-4	21
CCCCn1c(C(C)NC(=O)CC)nc2ccccc21 (stereo not drawn)	20	5.1	4	-37	-2	1	-1	2	-19
CN(C)CC(C)(C)CNC(=O)c1cc(=O)c2ccccc2o1	8	-2.9	12	-12	-2	13	0	-3	4
O=C(c1nnc(-c2ccncc2)o1)c1ccccc1Cl	7	2.7	3	-27	10	-2	-7	1	30
COc1ccc(C2CC(C)(c3ccc(OC)cc3)Nc3ccccc3N2)cc1 (stereo not drawn)	-11	-0.4	2	-14	13	2	-8	-1	-44
Cc1ccc(-c2nnc(N3CCCCC3)c3ccccc23)cc1S(=O)(=O)NCC1CCCO1 (stereo not drawn)	-2	0.1	-6	-2	1	23	-7	-1	10
CCCCC1Cc2[nH][nH]c(=O)c2C(c2ccc(Cl)cc2)O1 (stereo not drawn)	16	x	3	x	4	2	5	5	-23
Cc1noc(C)c1-c1nc(CS(=O)(=O)c2ccccc2)no1	5	-1.1	5	6	1	0	5	3	-12
O=C(Nc1ccc2oc(=O)ccc2c1)c1cc2ccccc2o1	15	-1.4	0	5	2	8	-8	0	30
C/C(=N\NC(=O)c1nnn(-c2nonc2N)c1-c1ccccc1)c1cccnc1	4	-0.7	1	-2	6	1	-1	1	-15
CC(C)OC(=O)CN1C(=O)c2ccccc2C1=O	-5	2.0	2	-5	13	12	-3	-3	5

Single records, from the list above.
Profile of Oc1ccc(C[C@@H]2CNC(=S)N2CCc2cc(C(F)(F)F)cc(C(F)(F)F)c2)cc1 = CHO-K1 Ca PAM = 16; CRFR2-BP ag = -1.3; CHRM4 PAM = 5; CRFBP-R2 block = -1; CHRM5 antagonist = -1; TAAR1 ag = 6; CHRM5 PAM = -23; M5 ag = -11; TAAR1 antag = -1
Profile of COc1cc2c(cc1OC)CN(C(=O)NS(=O)(=O)c1ccc(C)cc1)CC2 = CHO-K1 Ca PAM = 14; CRFR2-BP ag = -1.7; CHRM4 PAM = -3; CRFBP-R2 block = 18; CHRM5 antagonist = 5; TAAR1 ag = 17; CHRM5 PAM = -5; M5 ag = -3; TAAR1 antag = -1
Profile of COc1cc(-c2nnc(SCC(=O)N3c4ccccc4Sc4ccccc43)o2)cc(OC)c1OC = CHO-K1 Ca PAM = 21; CRFR2-BP ag = 2.9; CHRM4 PAM = 8; CRFBP-R2 block = 14; CHRM5 antagonist = -1; TAAR1 ag = 3; CHRM5 PAM = 3; M5 ag = -2; TAAR1 antag = 6

Part of the list above, showing only CRFR2-BP ag.
Compound	CRFR2-BP ag
COc1c(Cl)cnn(-c2ccccc2)c1=O	-1.4
COc1cc2c(c(OC)c1OC)C(c1ccc(O)cc1)CC(=O)O2 (stereo not drawn)	-1.4

The list continues.
SMILES	CHO-K1 Ca PAM	CRFR2-BP ag	CHRM4 PAM	CRFBP-R2 block	CHRM5 antagonist	TAAR1 ag	CHRM5 PAM	M5 ag	TAAR1 antag
O=C(NC1CCCC1)C(c1ccccn1)N(Cc1ccccc1F)C(=O)c1csnn1 (stereo not drawn)	7	-0.3	3	3	-1	4	3	0	-17
COc1ccc(/C=C/C(=O)NCC(=O)N/N=C/c2cccnc2)cc1	11	-5.3	-2	6	7	5	-4	-1	-4
Cc1cc(N2CCC(C)CC2)nc(-c2ccccc2O)n1	15	0.5	-6	-10	-10	-3	15	-8	-34
CCC(CO)Oc1cc(NC(=O)c2ccccc2Cl)c2ncn(C(C)C)c2c1 (stereo not drawn)	-8	-1.0	2	9	5	10	4	-7	24
COC(C(=O)Nc1ccnn1C1CCN(Cc2ccccn2)CC1)c1ccccc1 (stereo not drawn)	5	0.3	4	-2	-3	3	1	0	-22
Cc1ccc(S(=O)(=O)NC(C(=O)OCC(=O)NC(=O)c2cccn2C)C(C)C)cc1 (stereo not drawn)	21	-1.0	-1	-11	4	12	-5	-5	1
Cn1c(SCC(=O)NC2CC2)nnc1-c1ccccn1	-13	-1.1	-7	-4	1	1	-1	-4	1
Cc1cc(C)nc(Sc2ccc([N+](=O)[O-])cc2[N+](=O)[O-])n1	16	2.7	2	-24	0	2	-1	-2	-17
COc1ccccc1/C=C/CN1CCCC(CCC(=O)NCc2ccccc2F)C1 (stereo not drawn)	8	-0.5	-12	-10	7	0	0	-17	-1
CCOC(=O)c1nc(-c2ccccc2)sc1C(C)=O	4	-1.1	-17	-12	8	4	-5	-3	-42
Cc1cc(O)c(NC(=O)c2cc([N+](=O)[O-])ccc2Cl)cc1C	21	3.4	-10	-15	8	11	-4	0	11
O=C(Cn1cc([N+](=O)[O-])ccc1=O)N1CCCc2ccccc21	13	-0.1	11	-2	1	0	4	-1	7
CN1C(=O)c2ccc(S(=O)(=O)c3ccc(C(=O)O)cc3)cc2C1=O	25	-0.3	6	7	8	9	-3	-1	-7
O=C(N/N=C/c1cc([N+](=O)[O-])ccc1O)c1cc(-c2ccccc2)nc2ccccc12	21	-1.1	-2	6	-7	3	5	-1	3
CCCCC(CC)COC(=O)C(C#N)=C(c1ccccc1)c1ccccc1 (stereo not drawn)	17	3.3	4	29	-6	1	2	0	13
Cc1nccn1CC(O)Cn1c2ccccc2c2ccccc21 (stereo not drawn)	23	2.4	-10	17	13	12	-23	-7	2
Cn1c(=O)c2ncn(CC(=O)NCCOc3ccccc3)c2n(C)c1=O	-2	0.0	-2	-5	2	5	1	-4	6
O=C(CC1C(=O)N(c2ccc(Cl)cc2)C(=S)N1CCc1ccncc1)Nc1ccc(F)cc1 (stereo not drawn)	11	14	3	-41	5	8	-5	1	22
O=C(C1CC1)N1CCN=C1SCc1cccc(F)c1	4	-0.7	5	7	-4	0	-4	1	-22
COc1ccc(-c2nc(-c3cccnc3)no2)cc1	10	0.4	-1	-5	9	2	1	-5	-6
CCCCOc1ccccc1NC(=O)CC1SC(=NCC)N(CC)C1=O (stereo not drawn)	13	4.2	-6	-4	9	5	-10	-2	22
O=C(CN1C(=O)NC2(CCCC2)C1=O)NCc1ccco1	4	-0.3	2	-9	13	2	-1	3	8
CN1CCN(C(=O)C2CCCN(S(=O)(=O)c3ccc(Br)cc3)C2)CC1 (stereo not drawn)	12	0.0	-1	0	13	2	-8	-3	-24
COc1ccc(-c2cccc(C(=O)Nc3ccccc3C)c2)cc1	0	-0.6	9	18	10	5	-5	-4	4
CCOc1cc(Cl)c(CNCCCN2CCOCC2)cc1OC	19	4.0	-5	48	-8	4	10	4	18
O=C(CNS(=O)(=O)Cc1ccccc1)NNc1ccccc1	-1	x	3	x	15	0	-14	2	4
CN(CCC#N)C(=O)CSc1nnc(-c2ccco2)n1N	13	-3.3	-1	-6	2	3	-1	-4	-19

Ordered by the number under CHRM5 antagonist (descending): some entries from above.
SMILES | CHRM5 antagonist
Cc1nccn1CC(O)Cn1c2ccccc2c2ccccc21 (stereo not drawn) | 13
COc1ccc(-c2cccc(C(=O)Nc3ccccc3C)c2)cc1 | 10
COc1ccc(-c2nc(-c3cccnc3)no2)cc1 | 9
CCOC(=O)c1nc(-c2ccccc2)sc1C(C)=O | 8
COc1ccccc1/C=C/CN1CCCC(CCC(=O)NCc2ccccc2F)C1 (stereo not drawn) | 7
Cc1ccc(S(=O)(=O)NC(C(=O)OCC(=O)NC(=O)c2cccn2C)C(C)C)cc1 (stereo not drawn) | 4
CN(CCC#N)C(=O)CSc1nnc(-c2ccco2)n1N | 2

Printed as active in CRFR2-BP ag, of those listed so far:
| molecule | CRFR2-BP ag | CHRM4 PAM | CRFBP-R2 block | CHRM5 antagonist | CHRM5 PAM | M5 ag | TAAR1 antag |
| --- | --- | --- | --- | --- | --- | --- | --- |
| CCOCCCNc1nc2c(C)cccn2c(=O)c1/C=C1\SC(=S)N(C(C)CC)C1=O (stereo not drawn) | 109* | 0 | -77 | 22 | -10 | 9 | -2 |
